# Source: PubChem
# KDM4E inh: JMJD2E (human) inhibition; Potency, µM (highest dose often 57.1 µM), for inactives: at the top dose activity change, negative = inhibition, most hits filed as inhibitors; AID 2147; B2RXH2; JMJD2E catalytic domain, FDH-coupled NADH fluorescence (FDH is formaldehyde dehydrogenase); 230,000 tested, 1.6% active; active = well fitted inhibition curve with a large enough effect, not every such curve was filed as active; inconclusive = small, poorly fitted or top-dose-only effect, or another doubt; inactive = no such curve, though single readings can be large or run the other way;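 also: 0% = wells with enzyme and -100% = buffer wells without enzyme; nearly all actives have a fitted effect of over 50% in size; many of its hits are not listed in these tables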
# GLA spleen mod: inhibitors or activators of human alpha-galactosidase in spleen homogenate; human spleen homogenate, 4MU-alpha-Gal fluorescence, 40 min; Potency, µM (top dose mostly 80 µM), without a hit: top-dose activity change, negative = inhibition, usual class: inhibitors; 240,000 tested, 0.008% active; AID 2107;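 also: 0% = enzyme with vehicle and -100% = no enzyme basal signal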
# Target sequence (P06280 32-429 limits assumed): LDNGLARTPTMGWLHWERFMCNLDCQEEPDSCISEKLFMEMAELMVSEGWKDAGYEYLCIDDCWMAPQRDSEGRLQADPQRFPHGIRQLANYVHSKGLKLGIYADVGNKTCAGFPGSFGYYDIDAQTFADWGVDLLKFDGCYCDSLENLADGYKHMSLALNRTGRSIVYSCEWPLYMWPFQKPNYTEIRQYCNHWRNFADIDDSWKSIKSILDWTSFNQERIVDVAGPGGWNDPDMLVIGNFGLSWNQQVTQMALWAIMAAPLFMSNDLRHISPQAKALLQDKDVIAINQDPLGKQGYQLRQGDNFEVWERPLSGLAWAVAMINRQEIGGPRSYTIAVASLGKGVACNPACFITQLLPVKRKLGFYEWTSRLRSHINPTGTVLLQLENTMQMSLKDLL
#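 Human spleen homogenate (1 ug) was the enzyme source, with 4-methylumbelliferyl-alpha-D-galactopyranoside (1 mM final) in pH 5.0 citrate buffer with 0.01% Tween-20. Compounds were titrated; after 40 min at 37C, NaOH/glycine stop, 4-MU fluorescence read; AC50 from Hill fits.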
# RGS12 GoLoco inh: blocks human Gai1 binding to RGS12 GoLoco peptide, red readout; P63096; Gai1:RGS12 GoLoco peptide FP, rhodamine, 10 min; Potency, µM (highest dose often 61.6 µM), without a hit: at the top dose activity, negative = inhibition, usual class: inhibitors; 230,000 tested, 0.44% active; AID 880; active = well fitted inhibition curve with a large enough effect, not every such curve was filed as active; inactive = no such curve, though single readings can be large or run the other way; also: % is scaled to controls: 0 for no effect and ±100 for the full control effect; nearly all actives have a fitted effect of over 30% in size; many of its hits are not listed in these tables
# GAA inhib: alpha-glucosidase (human) inhibition | P10253 | purified human GAA, 4-MU-alpha-glucoside fluorescence | Potency, µM (series often up to 76.9 µM), without a hit: top-dose activity change, negative = inhibition, hits mostly inhibitors | 200,000 tested, 0.005% active;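 also: plate controls were uninhibited enzyme wells for no effect and no-enzyme background for full effect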
#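 Endpoint fluorogenic read: 20 min room-temperature reaction of 4 nM human alpha-glucosidase with 400 uM 4-methylumbelliferyl-alpha-D-pyranoside, pH 5.0, quenched with 1M NaOH/1M glycine pH 10. AC50 from Hill modeling.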
# GAA spleen mod: inhibitors or activators of human alpha-glucosidase in spleen homogenate | Potency, µM (titrated, usually from 79.9 µM), without a hit: at the highest dose activity change, negative = inhibition, actives largely listed as inhibitors | human spleen homogenate, 4-MU-alpha-glucoside fluorescence | AID 2112 | 240,000 tested, 0.006% active | P10253;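 also: 0% = enzyme with vehicle and -100% = no enzyme basal signal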
#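 Compounds were titrated against alpha-glucosidase in spleen homogenate at pH 5.0, with 1 mM 4-methylumbelliferyl substrate for 40 min at 37 C. Reactions were quenched with pH 10 NaOH/glycine and fluorescence measured.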
# GAA glycogen mod: GAA glycogen-cleavage inhibition or activation; P10253; recombinant GAA, glycogen substrate, Amplex Red glucose oxidase fluorescence; Potency, µM (highest dose often 76.4 µM), without a hit: at the top dose activity change, negative = inhibition, hits mostly inhibitors; 300,000 tested, 0.38% active; AID 2100;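 also: 0% = full enzyme reaction and -100% = no-enzyme basal signal; the screen sought inhibitors and activators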
#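 Recombinant enzyme (4 nM final) with compounds titrated up to 77 uM and bovine liver glycogen (30 ug) in citrate pH 5.0, 0.01% Tween-20, 37 C 40 min. Released glucose detected by Amplex Red/glucose oxidase (Ex 573/Em 610); AC50 from Hill fits.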
# ALDH1A1 block: inhibitors of human aldehyde dehydrogenase 1A1; Purified ALDH1A1, NADH fluorescence, propionaldehyde substrate; Potency, µM (highest dose often 75.3 µM), without a hit: at the top dose activity, negative = inhibition, usual class: inhibitors; 220,000 tested, 7.3% active; AID 1030; active = well fitted inhibition curve with a large enough effect, not every such curve was filed as active; inconclusive = small, poorly fitted or top-dose-only effect, or another doubt; inactive = no such curve, though single readings can be large or run the other way;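 also: plate controls were no enzyme wells and a reference inhibitor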
# Target sequence (P00352 whole entry, looked up): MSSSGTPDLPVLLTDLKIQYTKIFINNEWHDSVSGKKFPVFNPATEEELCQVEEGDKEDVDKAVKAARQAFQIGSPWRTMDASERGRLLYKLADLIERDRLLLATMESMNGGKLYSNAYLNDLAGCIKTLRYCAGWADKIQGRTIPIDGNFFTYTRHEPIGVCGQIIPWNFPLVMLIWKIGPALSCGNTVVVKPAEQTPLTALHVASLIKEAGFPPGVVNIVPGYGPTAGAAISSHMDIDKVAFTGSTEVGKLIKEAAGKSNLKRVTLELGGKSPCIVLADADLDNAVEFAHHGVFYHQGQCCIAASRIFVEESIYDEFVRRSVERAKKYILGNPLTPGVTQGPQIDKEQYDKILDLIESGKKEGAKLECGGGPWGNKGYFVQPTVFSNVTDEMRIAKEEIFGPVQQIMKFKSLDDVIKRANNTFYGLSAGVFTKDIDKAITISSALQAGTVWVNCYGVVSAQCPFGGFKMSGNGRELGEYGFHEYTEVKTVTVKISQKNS
# SMN2 splice enh: increases expression of the SMN2 splice variant; 210,000 tested, 2.8% active; Potency, µM (titrated, usually from 46.1 µM), for the others: top-dose activity change, positive = activation, hits mostly activators; HEK293 SMN2-luciferase splicing reporter, luminescence, 30-36 h; also: % of control where 0% means no effect; nearly all actives have a fitted effect of over 55% in size
#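 HEK293 cells carry an SMN2 […]–luciferase reporter in which exon 7 inclusion puts luciferase in frame. Cells were plated 10-12 h before compound addition, then incubated 30-36 h at 37C. ONE-Glo luminescence was read; sodium butyrate at 4.5 mM final served as control.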
# Active calls of the source: *; ? = inconclusive; · = not tested or not shown; [ ] = another dose, or the depositor's remark. Unless noted, calls follow the shape of the dose curve; as a rule, active = well fitted curve in the direction sought with a large enough effect; inconclusive = small, poorly fitted or top-dose-only effect, or another doubt; inactive = no such curve, though single readings can be large; an effect the other way counts as inactive or inconclusive. Potency is read from the fitted curve at half-maximal effect.
SMILES,KDM4E inh,GLA spleen mod,RGS12 GoLoco inh,GAA inhib,GAA spleen mod,GAA glycogen mod,ALDH1A1 block,SMN2 splice enh
CSc1ccc(/C=N/NC(=O)c2cccc(Cl)c2)cc1,-3%,3%,57%[activator],?,7%,4%,?,10µM*
CC(C)C(=O)NC(=S)N1CCc2ccccc21,4%,-2%,4%,-3%,-3%,2%,-5%,-3%
CCN(Cc1ccccc1)C(=O)C1CCN(C/C(C)=C/c2ccccc2)CC1,?,-5%,-6%,-9%,-8%,4%,-7%,-13%
Cc1nnc(NC(=O)C2CCCN(S(=O)(=O)c3ccccc3C(F)(F)F)C2)s1 (configuration not stated),-9%,9%,2%,0%,-2%,1%,1%,1%
Cc1cc(C(=O)CSc2nc3ccccc3o2)c(C)n1CC1CCCO1 (configuration not stated),1%,-8%,7%,2%,0%,13%,-10%,-89%[inhibitor]
Cc1cc(C)n(-c2nc3ccccc3c(=O)n2OCC(=O)N(C)C)n1,1%,2%,-13%,-6%,1%,4%,-13%,28%
Cc1nnc(C)c2c(C)n(-c3ccc(Br)cc3)c(C)c12,-3%,-5%,-8%,-2%,-8%,-8%,4%,-1%
Cc1nn(CC(=O)Nc2ccc(Cl)cn2)c(C)c1Br,-3%,2%,0%,1%,-9%,5%,-10%,3%
COCCNC(=O)C(c1ccccc1)N(Cc1cccs1)C(=O)Cn1nnc2ccccc21 (configuration not stated),6%,0%,-4%,2%,-2%,3%,-8%,3%
O=C(Nc1ccccc1N1CCCC1)c1cc(Cl)ccc1Cl,-2%,1%,21%,10%,2%,7%,-5%,-7%
Cc1onc(-c2ccccc2)c1-c1nc2cc(Cl)ccc2c(=O)o1,?,-4%,-1%,-5%[15.4 µM],0%,6%,?,·
Cc1ccc(C(=O)NC(=S)NCCN2CCOCC2)cc1,7%,-8%,9%,-3%,-6%,8%,6%,25%

# Only KDM4E inh and RGS12 GoLoco inh, for some of the entries so far:
SMILES | KDM4E inh | RGS12 GoLoco inh
Cc1cc(C(=O)CSc2nc3ccccc3o2)c(C)n1CC1CCCO1 (configuration not stated) | 1% | 7%
Cc1cc(C)n(-c2nc3ccccc3c(=O)n2OCC(=O)N(C)C)n1 | 1% | -13%
Cc1nnc(C)c2c(C)n(-c3ccc(Br)cc3)c(C)c12 | -3% | -8%
Cc1nn(CC(=O)Nc2ccc(Cl)cn2)c(C)c1Br | -3% | 0%
COCCNC(=O)C(c1ccccc1)N(Cc1cccs1)C(=O)Cn1nnc2ccccc21 (configuration not stated) | 6% | -4%

# Later entries:
SMILES,KDM4E inh,GLA spleen mod,RGS12 GoLoco inh,GAA inhib,GAA spleen mod,GAA glycogen mod,ALDH1A1 block,SMN2 splice enh
O=C(O)/C=C/C(=O)N1CCN(S(=O)(=O)c2cc(C(F)(F)F)ccc2Cl)CC1,5%,12%,5%,-1%,-12%,7%,7%,1%
O=C(CCCc1nc(-c2ccccc2Cl)no1)N1CCOCC1,-4%,4%,11%,-4%,12%,-12%,6%,-11%
COc1ccccc1NC(=S)NNC(=O)c1c(Cl)c(C)nn1C,-3%,2%,-3%,0%,-8%,?,?,-14%
COc1ccc(C(=O)O)cc1S(=O)(=O)NCCN(C)C,5%,-1%,16%,-3%,0%,-10%,11%,·
O=C1CCN(C(=S)NCc2ccccc2)CC1,0%,-2%,12%,-2%,1%,3%,0%,0%
CN(C)S(=O)(=O)c1cccc(-c2cn3cc(Cl)ccc3n2)c1,?,12%,1%,-3%,-5%,-4%,?,-5%
COC(=O)c1ccc(C(=O)OC)c(NC(=O)CN(C)Cc2ccc(Cl)c(Cl)c2)c1,-5%,-5%,5%,2%,0%,10%,7%,-5%
OC1(c2cccc(C(F)(F)F)c2)CCNCC1,1%,1%,7%,-7%,2%,3%,6%,-1%
CC(=O)N1CCC[C@@]2(CCN(c3ccccc3)C2)C1,·,-5%,-3%,·,9%,·,2%,-10%
Clc1ccccc1-c1nnc2sc(CCc3ccccc3)nn12,1%,-6%,-15%,-4%,-6%,4%,4µM*,-16%
O=C(Cn1ncc(N2CCCC2)c(Cl)c1=O)c1ccc(Cl)cc1,3%,2%,6%,1%,-24%,-12%,-3%,13µM*
Fc1ccccc1C1c2[nH]c3ccccc3c2CCN1CCCn1cccn1 (configuration not stated),?,0%,-26%,·,-2%,-6%,?,·
COc1ccc(-c2cc(-c3ccccc3)nc3ncnn23)cc1,?,?,8%,?,15%,3%,?,-46%[inhibitor]
COc1cccc(C(=O)Nc2nnc(Cc3ccc(OC)c(OC)c3)s2)c1,-7%,19%,3%,·,3%,7%,·,·
Cc1ccc(S(=O)(=O)N2CCC(C(=O)N/N=C/c3ccncc3)CC2)cc1,1%,5%,0%,-2%,5%,-1%,7%,0%
Cc1ccc(NC(=S)Nc2cccc(-c3n[nH]c(=S)o3)c2)cc1,?,1%,-3%,·,4%,-17%,·,·
Cc1ccc(S(=O)(=O)NCC(=O)NCC(=O)N2CCN(c3ncccn3)CC2)cc1C,?,4%,4%,·,4%,2%,·,·
O=C(COC(=O)c1nc(Cl)ccc1Cl)NCc1ccccc1,0%,-14%,17%,?,-4%,16%,3%,-4%
O=C(Oc1ccc(OC(=O)c2ccco2)c(S(=O)(=O)c2ccc(Cl)cc2)c1)c1ccco1,-2%,5%,2%,0%,2%,2%,?,-19%
COc1ccc(C(=O)OCN2C(=O)c3ccccc3C2=O)cc1,8%,12%,20%,4%,3%,-2%,-6%,-1%
CCOC(=O)c1c(N2C(=O)CC(Sc3ccccc3C(=O)O)C2=O)sc2c1CCCC2 (configuration not stated),-9%,-1%,-5%,8%,2%,10%,4.5µM*,-3%
CC(Sc1nc(N2CCCCC2)c2c(c1C#N)CCCC2)C(=O)O (configuration not stated),-2%,2%,1%,0%,4%,9%,-4%,-20%
COc1ccccc1N(CC(=O)NC(C)C)S(=O)(=O)c1cccs1,-8%,0%,7%,-10%,-4%,-2%,-8%,-11%
Cc1ccccc1C(=O)NCc1ccncc1,-4%,10%,0%,-15%,4%,-16%,3%,6%

# Arranged by value in SMN2 splice enh (ascending): three from the list above.
SMILES,KDM4E inh,GLA spleen mod,RGS12 GoLoco inh,GAA inhib,GAA spleen mod,GAA glycogen mod,ALDH1A1 block,SMN2 splice enh
Clc1ccccc1-c1nnc2sc(CCc3ccccc3)nn12,1%,-6%,-15%,-4%,-6%,4%,4µM*,-16%
CC(=O)N1CCC[C@@]2(CCN(c3ccccc3)C2)C1,·,-5%,-3%,·,9%,·,2%,-10%
Cc1nn(CC(=O)Nc2ccc(Cl)cn2)c(C)c1Br,-3%,2%,0%,1%,-9%,5%,-10%,3%

# Following part
SMILES,KDM4E inh,GLA spleen mod,RGS12 GoLoco inh,GAA inhib,GAA spleen mod,GAA glycogen mod,ALDH1A1 block,SMN2 splice enh
O=C(COc1ccc(S(=O)(=O)Nc2ccccc2)cc1)NCc1cccnc1,-9%,-3%,1%,-2%,5%,-8%,7%,3%
Cc1ccc(CCN2CC(C(=O)NCCN3CCOCC3)CC2=O)cc1 (configuration not stated),0%,-1%,1%,-5%,-5%,6%,-6%,1%
CC(=O)NS(=O)(=O)c1ccc(NC(=S)NC(=O)C(C)C)cc1,5%,-3%,14%,8%,-1%,5%,4%,-10%
Cc1cccc(C)c1Nc1oc(-c2ccccc2)nc1-c1ccccc1,2%,-16%,7%,·,-7%,·,5%,-2%
COc1ccc(CN(CCN(C)C)Cc2ccccc2)c(OC)c1,?,-5%,2%,-2%,5%,6%,?,0%
Cc1cc(NC(=O)c2ccc3nc(C)sc3c2)no1,-2%,0%,-1%,0%,-5%,-14%,-7%,4µM*
COc1ccccc1C(=O)N/C(=C\c1ccc(Br)cc1)C(=O)NCCC(=O)O,2%,3%,-6%,-14%,4%,16%,-15%,·
CC(C)=CCCC1=CCC2C(=O)NNC(=O)C2C1 (configuration not stated),2%,6%,18%,5%[15.4 µM],-10%,9%,-10%,-17%
CC1(C)C(=O)C2(CCCCC2)C(=O)OC1c1cccs1 (configuration not stated),-2%,-1%,4%,-21%,-2%,7%,-8%,?
CCCCNc1c(C(=O)OCC)c(C)nc2c1cnn2CC,-2%,1%,-9%,·,-7%,·,2%,-30%[inhibitor]
CC1(C)CC(=O)C2=C(C1)N(c1ccc(F)cc1)C(=O)CC2c1ccsc1 (configuration not stated),6%,4%,-19%,-5%,3%,11%,3%,-3%
CN(CCOC(=O)C1c2ccccc2Oc2ccccc21)C(C)(C)C,8%,2%,3%,3%,-6%,7%,-7%,-5%
O=C(c1ccc2c(c1)[nH]c(=S)n1c3ccccc3nc21)N1CCN(c2cccc(Cl)c2)CC1,-28%,8%,17%,-8%,-3%,5%,-5%,-30%[inhibitor]
CC1CCCC(C(=O)O)N1C(=O)CCS (configuration not stated),5%,-2%,-15%,-5%,-3%,-16%,3%,-2%
Cc1ccccc1-n1c(O)c(C=NC2CCS(=O)(=O)C2)c2ccccc2c1=O (configuration not stated),?,1%,3%,·,0%,3%,·,·
CCC1CCCCN1CCCNC(=O)c1cc2c(=O)[nH]c3ccccc3c2n1C (configuration not stated),?,10%,15%,-9%,2%,8%,?,-38%[inhibitor]
O=C(Nc1ccc2c(c1)CCC2)c1cccs1,-13%,-8%,1%,3%,-7%,17%,2%,·
CCCS(=O)(=O)N1CCN(C(=O)c2cc(OC)cc(OC)c2)CC1,9%,4%,3%,-2%,1%,7%,-10%,-2%
COc1ccc(Cl)cc1NC(=O)C(=O)N/N=C/c1cc(C)n(-c2ccc(C)cc2)c1C,?,7%,13%,-13%,2%,-1%,?,9%
COc1cccc(C=Nc2ccccc2C(=O)Nc2ccccc2)c1O,2%,2%,-12%,7%,-6%,3%,?,22%
CO/N=C(\N)c1nonc1N,2%,2%,5%,·,-2%,6%,·,·

# A portion of the library; the hit share may differ from the screen's.
